HUVEC inhibit: inhibitors of HUVEC proliferation, primary screen, cell-based, 384-well. CellTiter-Glo luminescence, 72 h; stronger effect = lower value. viability, % at 10 µM (by protocol). actives 1.1% (n = 86,000). AID 648, 2007;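 active = viability at or below 30%; inactive = viability above 30%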;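 note: 100% = median luminescence of DMSO-only cell control wells on each plate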
Smad3 inh: Smad3/FoxH1 peptide binding inhibitors, primary screen, biochemical, TR-FRET; TR-FRET Smad3/Dy647-FoxH1 peptide binding, europium anti-His; inhibition, % at 25 µM; actives 0.29% (n = 88,000); AID 630, 2007;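 active = compounds that reduce the energy-transfer binding signal between the protein and its labelled peptide by more than half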;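 note: 0% = Smad3 plus labelled peptide maximal FRET and 100% = peptide-only background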
Target sequence (P84022 whole entry, looked up): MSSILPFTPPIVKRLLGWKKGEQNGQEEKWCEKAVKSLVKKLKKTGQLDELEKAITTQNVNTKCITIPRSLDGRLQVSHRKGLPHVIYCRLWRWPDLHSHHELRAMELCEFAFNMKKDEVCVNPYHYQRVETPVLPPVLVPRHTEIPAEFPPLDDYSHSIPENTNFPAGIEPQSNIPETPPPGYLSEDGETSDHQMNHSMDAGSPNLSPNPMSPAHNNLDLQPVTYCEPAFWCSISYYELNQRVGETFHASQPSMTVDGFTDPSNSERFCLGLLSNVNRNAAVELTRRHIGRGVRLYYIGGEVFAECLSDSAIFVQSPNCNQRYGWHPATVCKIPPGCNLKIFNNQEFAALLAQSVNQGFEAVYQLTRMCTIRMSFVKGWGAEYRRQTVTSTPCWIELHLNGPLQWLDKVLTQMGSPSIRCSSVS
H69AR inhibit: proliferation blockers of H69AR lung cancer cells, primary screen, cell-based, human, 86K library; actives 6% (n = 85,000); H69AR lung tumor viability, ATP luminescence, 72 h; stronger effect = lower value; AID 598, 2007; viability, % at 10 µM;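 active = viability at or below 40%; inactive = viability above 40%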;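 note: multidrug resistant small cell line overexpressing MRP-1 efflux transporter; 100% = mean luminescence of untreated control wells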
Mac1 fbg enh: enhancers of CD11b/CD18 adhesion to fibrinogen, primary screen, K562 cells, luminescence; ATPlite luminescence; Integrin beta-2 (Homo sapiens) + Integrin alpha-M (Homo sapiens), P05107+P11215; actives 0.07% (n = 93,000); activation, % at 10 µM;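 active = 10 µM primary screen giving 50% or more activity, confirmed by 40% or more on retest at that dose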; note: strong numbers were not always called active; reference of the scale not given here
ERa coact pot: enhancers of ERα–SRC-1 coactivator binding, primary screen, biochemical, TR-FRET, ERα LBD, low estradiol; coactivator binding (% of control), % at 25.6 µM; Estrogen receptor (Homo sapiens), P03372; actives 1.3% (n = 86,000); TR-FRET ERalpha-LBD/SRC-Cy5 coactivator binding, 2 h; 100 = basal binding, no effect; in the data active = activity above about 200%;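 note: binding measured in presence of low estradiol as agonist stimulus; 0% = peptide alone without receptor and 100% = receptor with peptide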
Target sequence (P03372 whole entry, looked up, the tested form may be a part): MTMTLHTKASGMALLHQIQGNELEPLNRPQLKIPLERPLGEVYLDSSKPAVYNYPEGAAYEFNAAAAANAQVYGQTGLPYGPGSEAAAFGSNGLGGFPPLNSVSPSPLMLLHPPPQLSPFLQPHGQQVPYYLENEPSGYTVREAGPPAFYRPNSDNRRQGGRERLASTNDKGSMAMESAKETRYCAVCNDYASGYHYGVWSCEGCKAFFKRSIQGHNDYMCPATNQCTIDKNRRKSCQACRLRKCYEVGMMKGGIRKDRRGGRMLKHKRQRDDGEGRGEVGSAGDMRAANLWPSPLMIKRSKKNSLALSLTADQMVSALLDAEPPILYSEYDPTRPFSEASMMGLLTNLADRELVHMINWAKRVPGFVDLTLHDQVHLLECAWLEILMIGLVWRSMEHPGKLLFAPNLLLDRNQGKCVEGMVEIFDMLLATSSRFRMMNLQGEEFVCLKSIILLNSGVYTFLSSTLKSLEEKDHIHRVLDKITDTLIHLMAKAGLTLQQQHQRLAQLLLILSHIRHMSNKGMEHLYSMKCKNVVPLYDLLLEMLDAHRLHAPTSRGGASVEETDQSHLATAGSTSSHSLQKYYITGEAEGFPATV
ERa SRC1 inh: ERα–SRC-1 coactivator interaction inhibitors, primary screen, biochemical, TR-FRET, ERα LBD, estradiol-bound | inhibition, % at 25.6 µM | AID 629, 2007 | TR-FRET ER-alpha LBD / SRC-1 peptide | actives 1.7% (n = 86,000); in the data active = inhibition above about 50%;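 note: 0% = receptor plus peptide control and 100% = peptide only without receptor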
Fibroblast inh: antiproliferative effect on LL 47 fibroblasts – human, LL 47 cells, CellTiter-Glo luminescence, primary screen. LL 47 human lung fibroblast viability, ATP luminescence; stronger effect = lower value. viability, % at 10 µM. actives 1.1% (n = 85,000). AID 719, 2007;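 active = viability at or below 50% in the single dose screen; inactive = viability above 50%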;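 note: compound exposure lasted 72 h before the ATP readout; 100% = median luminescence of untreated cell-only wells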
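Test system: LL 47 human lung fibroblasts / Quantity: 1,150 cells in each well / Medium: IMEM growth medium with 15% fetal bovine serum / Incubation: 72 h compound exposure at 37 °C after overnight plating / Detection: CellTiter-Glo luminescence measuring cellular ATP / Read-out: % viability versus median cells-only luminescence / Benchmarks: cell-only wells, no compound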
ERb coact inh: inhibitors of ERβ-SRC1 coactivator interaction, primary screen, biochemical, TR-FRET, ERβ LBD, SRC-1 peptide | Estrogen receptor beta (Homo sapiens), Q92731 | TR-FRET ER-beta LBD / SRC1-Cy5 peptide binding; receptor agonist-loaded with 1 µM estradiol | inhibition, % at 25.6 µM | actives 1.3% (n = 86,000) | AID 633, 2007;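 active = compounds whose percent inhibition of the receptor-coactivator binding signal exceeds about 50% in the single-dose screen, limit read from the data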;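 note: 0% = receptor plus peptide wells without compound and 100% = peptide-only wells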
MT1-MMP txn act: MT1-MMP promoter reporter activation – cell-based, luciferase luminescence, primary screen. actives 0.16% (n = 86,000). HT1080 MT1-MMP promoter luciferase reporter, overnight; stronger effect = higher value. activation factor at 10 µM. AID 750, 2007;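 active = activation factor of at least 2 for MT1-MMP transcription at 10 µM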
Starred values were filed as active, the others as inactive; · = not tested or not shown; [ ] = dose if it differs, or a comment. The list is partial; count on the stated rates, not on these rows.

SMILES	HUVEC inhibit	Smad3 inh	H69AR inhibit	Mac1 fbg enh	ERa coact pot	ERa SRC1 inh	Fibroblast inh	ERb coact inh	MT1-MMP txn act
O=c1cc(CO)oc(CN2CCC(Cc3ccccc3)CC2)c1O	92	-4	78	1	123[fluorescence artefact?]	-5	97	-3	1.4
CSc1cccc(NC(=O)CN(C)S(=O)(=O)c2ccc(F)cc2)c1	100	1	86	6	97	-25	102	-28[fluorescence artefact?]	1.2
Cc1ccnc(SCCn2c(N3CCC(C)CC3)nc3c2c(=O)[nH]c(=O)n3C)n1	107	-3	91	1	113[fluorescence artefact?]	-5	101	-11	1
COc1ccc(CN2CCN(C(=O)c3cccs3)CC2)cc1Br	100	3	83	·	108	-5[fluorescence artefact?]	100	0	1.1
O=C(O)c1cccc(CSc2nnc(Cc3ccccc3)o2)c1	89	12	97	0	120[fluorescence artefact?]	-12	91	-3[fluorescence artefact?]	0.7
c1ccc(/N=C2\N=C(Nc3ccccn3)c3ccccc32)nc1	2.4*	-1	1.0*	·	111	-3	54	7	0.7
CC(=O)C1(O)C(C)CC2C3CCC4CC(O)CCC4(C)C3=CCC21C (centres undefined)	101	1	89	-2	131[fluorescence artefact?]	6[fluorescence artefact?]	107	8[fluorescence artefact?]	1.1
Cc1ccc(NS(=O)(=O)c2cc(C(=O)O)ccc2Cl)cc1	92	-9	89	3	75	14	91	25	1.1
Cc1c(C(=O)NC(C)C)sc2ncn(CC(=O)N3CCC(C)CC3)c(=O)c12	91	-14	91	5	86	-2	106	-1	0.8
CCOC(=O)c1cn(-c2ccccc2)nc1-c1cccnc1	100	2	78	·	103	6[fluorescence artefact?]	90	0[fluorescence artefact?]	1
CCSc1nc2c(cnn2-c2ccc(C)c(C)c2)c(=O)[nH]1	81	17	79	51	239*[fluorescence artefact?]	70*[fluorescence artefact?]	92	65*[fluorescence artefact?]	1.2
CCCc1cc(=O)[nH]c(SCC(=O)OCc2ccccc2)n1	94	-8	83	-2	90	13	·	9	1.1
COC(=O)c1cc(-c2c(C)oc3cc(OC)ccc3c2=O)c(C)o1	109	-7	93	-2	107	-3	96	6	1.1
Cc1cc(C)cc(-n2nc(C)cc2N)c1	71	-2	43	-6	102[fluorescence artefact?]	-3	94	-12	1.1
O=C(Cn1cc2c(n1)CCCC2)NCCCN1CCCC1	95	-8	101	0	87[fluorescence artefact?]	0[fluorescence artefact?]	100	17[fluorescence artefact?]	1.1
O=C(O)C1C2C=CC(C2)C1C(=O)NC1CCN(Cc2ccccc2)CC1 (centres undefined)	95	7	93	-1	106	-4[fluorescence artefact?]	95	-4	1.1
Cc1c(Br)c(C(F)(F)F)nn1CC(=O)N1CCCC1	99	0	90	2	96	-7	103	-7	·
COc1ccc(C2C(C(=O)NCc3cccnc3)c3cc(OC)c(OC)cc3C(=O)N2C)cc1 (centres undefined)	89	-2	93	2	69	-1	99	-13	1
O=C(CCN1CCCC1)Nc1ccc(Br)cc1	91	9	98	·	115	-5	98	-6	1.1
COC(=O)c1sc2nc(CN3CCOCC3)nc(N3CCOCC3)c2c1C	95	2	84	8	115	-4	92	-3	1.1
Cc1cc(C)nc(SCc2nnc(SCC(=O)Nc3ccc(C)c(C)c3)o2)n1	85	-10	88	-6	99	19	99	26[fluorescence artefact?]	1
CCOC(=O)c1cccc(NC(=O)c2ccco2)c1	97	7	98	·	105[fluorescence artefact?]	-7	100	-1	1.3
CCOC(=O)CSC1=C(C#N)C(=O)NC(c2ccc(OC)c(OC)c2)S1 (centres undefined)	73	7	6.6*	0	113	0	77	-3	1.1
COc1ccccc1NC1SC(=O)N(c2ccccc2)C1=O (centres undefined)	96	1	109	-2	127	0	92	-6	1.2
COc1ccc(N(CC(=O)NCc2cccs2)S(=O)(=O)c2c(C)n[nH]c2C)cc1	96	16	86	-5	85[fluorescence artefact?]	4	96	8	1.3
CC(=O)N1CCN=C1SCc1ccc(F)cc1	92	4	94	0	101	-5	96	-6	1.1
CC1=NC(=O)C(N=Nc2cccc3ccccc23)N1c1ccccc1 (centres undefined)	94	-9	85	·	106[fluorescence artefact?]	-4	96	3	1.3
CCOC(=O)N1CCN(C(=O)COc2ccc(S(=O)(=O)NC3CCCCC3)cc2C)CC1	114	1	96	·	111	0	101	-1	1.2
Cc1ccc(NC(=O)N2CCN(c3ccccn3)CC2)cc1	96	16	104	-2	110	-1	106	17	1.3
COc1ccc(N2C(=O)CCC(C(=O)NCc3ccccn3)C2c2ccc(OC)c(OC)c2)cc1 (centres undefined)	98	-3	102	0	126	3[fluorescence artefact?]	103	1[fluorescence artefact?]	1.2
COc1ccc(C(=O)/C=C/Nc2ccccn2)cc1	82	5	87	-4	87	-4[fluorescence artefact?]	96	-2	·
COc1ccc(N(CC(=O)NCc2ccccc2)S(=O)(=O)c2c(C)nn(C)c2C)cc1	113	6	82	0	100	-1[fluorescence artefact?]	92	0[fluorescence artefact?]	·
Cc1ccc(-c2noc(-c3ccccc3C(=O)NCC3CCCO3)n2)cc1 (centres undefined)	96	-11	90	·	107	-5	96	-3	1.5
CC(C)(C)c1nn(-c2ccccc2)c2[nH]c(=O)c(CNc3ccc4c(c3)OCCO4)cc12	53	-1	101	8	91	6	92	4	1.1
COc1ccccc1NC(=O)CN1CCN(CC(=O)Nc2ccc(Cl)c(C(F)(F)F)c2)CC1	66	6	27*	·	99[fluorescence artefact?]	-5	83	4	1.2
C1CCN=C(Nc2nn[nH]n2)CC1	104	11	108	-4	109	5[fluorescence artefact?]	104	2[fluorescence artefact?]	1.1
COc1ccc2c(c1)N1CCN=C1N2C	96	1	90	-3	114[fluorescence artefact?]	-9	96	-7[fluorescence artefact?]	1.2
O=C(O)CCCNC(=O)OCc1ccccc1	112	12	97	-1	108	-5	106	-4	1.1
CCN(CCNC(=O)Nc1ccc(Cl)cc1)c1ccccc1	102	2	7.2*	9	139	-4	96	2	1.1
CCOc1ccc(S(=O)(=O)N(C)c2ccc(OCC(=O)Nc3ccc4[nH]c(=O)[nH]c4c3)cc2)cc1	96	9[fluorescence artefact?]	85	74	104	-7[fluorescence artefact?]	98	-10	1.1
CCc1cccc(NC(=O)CSC2=NS(=O)(=O)c3ccccc32)c1	50	13	3.5*	-6	66	49[fluorescence artefact?]	50*	33[fluorescence artefact?]	·
O=C(Cn1cnc2ccccc2c1=O)Nc1ccc(-c2nnc3n2CCCCC3)cc1	95	13[fluorescence artefact?]	88	-3	118	0	98	-3[fluorescence artefact?]	1.2
CCOC(=O)CS(=O)(=O)c1ccccc1	101	-2	103	-2	124	5	94	-10	1.1
O=C(NCCCn1ccnc1)c1ccc(Br)o1	·	-9	·	3	106	3[fluorescence artefact?]	·	5[fluorescence artefact?]	1.1
c1cncc(-c2noc(CC3CCCCC3)n2)c1	106	20[fluorescence artefact?]	102	-11	95	0	108	-2	1.5
CC(C)CN(CC(C)C)C(=O)C12CCC(C)(C(=O)O1)C2(C)C (centres undefined)	109	4	100	·	110[fluorescence artefact?]	-5	99	-4[fluorescence artefact?]	1.2
COC(=O)c1cc(-c2ccc(OC)c(OC)c2)on1	87	8	87	-7	123	4	102	3[fluorescence artefact?]	1.1
CC1Cc2nc(SCC(=O)Nc3ccc4c(c3)OCO4)n(Cc3ccccc3)c(=O)c2S1 (centres undefined)	85	14	94	2	100	13	99	17	1.8
COc1cccc(-c2nnc(-c3ccc(C)o3)o2)c1	86	-11	78	·	92	12	108	13	0.9
Cc1cc(C)c(C(=O)C2OC(=O)C(C)(C)C(=O)C2(C)C)c(C)c1 (centres undefined)	114	15	102	4	106	1[fluorescence artefact?]	103	1	1

Later entries.
SMILES	HUVEC inhibit	Smad3 inh	H69AR inhibit	Mac1 fbg enh	ERa coact pot	ERa SRC1 inh	Fibroblast inh	ERb coact inh	MT1-MMP txn act
Cc1cc2nncn2c(Cc2ccccc2)n1	94	14	86	-1	112[fluorescence artefact?]	6[fluorescence artefact?]	101	-2[fluorescence artefact?]	1.1
O=C(CSc1nc2ccccc2s1)CSc1nc2ccccc2s1	101	14	71	-4	107	15	94	23	1.1
CCOC(=O)C1CCN(Cc2ccc(OC)c(C)c2OC)CC1	95	6	93	-3	118	-9	95	0	1.2
O=C1CCc2cc(S(=O)(=O)N3CCCC3C(=O)N3CCN(c4ccccc4)CC3)ccc2N1 (centres undefined)	110	-3	88	4	123	-2	96	-8[fluorescence artefact?]	1.1
CC(=O)Nc1nnc(-c2ccc(Cl)s2)o1	99	3	94	3	158	-8	103	3	·
O=C(O)CCCCCNC(=O)CCn1cnc2ccccc2c1=O	98	-3	94	-3	89	0	113	1	1.2
COc1cc(C(=O)OCC(=O)Nc2cc(C)on2)ccc1OCc1ccccc1Cl	72	-4	93	3	104	6	98	13[fluorescence artefact?]	1
O=C(Nc1cccc2ccccc12)N1CCN(Cc2ccc3c(c2)OCO3)CC1	100	9	70	4	79	11[fluorescence artefact?]	109	7	1
O=C(Nc1cc(=O)c2ccccc2o1)N1CCCCC1	98	-5	94	-3	109	-14	97	-8	1.1
O=C(c1ccco1)c1nnn(Cc2ccccc2)c1-c1ccccc1	100	-7	76	2	85	12	96	8[fluorescence artefact?]	1
CC1CN(C(=O)N(C)C)CCN1C(=O)N(C)C (centres undefined)	96	2	97	-2	120	-1	·	-1	1.1
CCOC(=O)c1cnc(SC)nc1Nc1cccc(F)c1	82	3	81	-2	110	3	·	0	1
CC1Cc2ccccc2N1C(=O)CSc1nnc(CNc2ccccc2)o1 (centres undefined)	86	5	88	0	95	-5	91	-6	1.2
COc1ccc(-c2nn(-c3ccccc3)cc2C2CC(c3cccs3)=NN2C(=O)CCCC(=O)O)cc1 (centres undefined)	77	-2	109	-2	103	-2	101	-14	1.1
COc1ccc(NC(=O)CSc2nnc(Cc3cccn3C)n2-c2ccc(C)cc2)cc1OC	107	-1	75	-2	120	6	98	-1[fluorescence artefact?]	1.1
CC(=O)N1CCN(CCN(CC2C(C)C=C(C)CC2C)C(C)=O)CC1 (centres undefined)	93	2	99	2	111	-27	101	0	1.1
COc1cccc2c(=O)n(CC(=O)N3CCCc4ccccc43)ccc12	90	4	76	5	99	-1	93	-6	1.1
CCC(CC)NC(=O)c1cc(OC)c(OC)c(OC)c1	98	2	83	3	89	-1	100	-12[fluorescence artefact?]	1.2
COc1ccc(CCN2CNc3c(c(=O)n(C)c(=O)n3C)C2)cc1	103	2	101	-2	98	-3	109	-3	1.1
O=C(Nc1nccs1)C1CC(=O)N(c2ccccc2Cl)C1 (centres undefined)	83	19	93	-3	107	3[fluorescence artefact?]	99	-5[fluorescence artefact?]	1.1
CCN(CC)CCNC(=O)Cn1nc(-c2ccc(C)cc2)ccc1=O	103	2	99	·	113	-1	105	-2	1

Screens: PubChem, several laboratories
